# Compound activity deposited in PubChem by Sanford-Burnham Center for Chemical Genomics.
# GRIN3A LBD mod: binders of NR3A ligand-binding domain, primary screen, biophysical, differential scanning fluorimetry, uHTS | Tm shift relative to glycine control, % at 25 µM | Glutamate receptor ionotropic, NMDA 3A (GRIN3A) ligand-binding domain | NR3A LBD differential scanning fluorimetry, Tm shift; 0% = protein alone, 100% = glycine-bound protein | 340,000 tested, 2.5% active;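 active = melting temperature shift of at least 10% of the positive control shift, at one fixed dose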
# tim10-1 inh: growth inhibitors of tim10-1 mutant yeast, primary screen, luminescence, uHTS; S. cerevisiae tim10-1 ts strain growth, BacTiter-Glo, 24 h; inhibition, % at 20 µM; 330,000 tested, 2.2% active;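 active = inhibition of at least 40%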;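 note: mutant grown at 25 °C; 0% = DMSO wells with yeast and 100% = wells holding no yeast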
# tim23-1 inh: growth inhibitors of tim23-1 mutant yeast, primary screen, luminescence, uHTS. S. cerevisiae tim23-1 growth, BacTiter-Glo luminescence, 24 h. inhibition, % at 20 µM. 330,000 tested, 1.3% active;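 active = growth inhibition of the mutant yeast at or above 50%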;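 note: temperature-sensitive mutant grown at 25 °C; plate controls were DMSO-treated mutant yeast for no effect and medium wells lacking yeast for full effect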
# beta cell repl: inducers of MIN6 beta-cell proliferation, primary screen, ATP luminescence, uHTS; MIN6 cells proliferation, ATPlite luminescence, 48 h; cells starved in 0.2% serum; 100% = growth in 10% serum; proliferation, % at 10 µM; 330,000 tested, 0.29% active;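 active = compounds whose signal lies at least 3.5 SD above the mean of all wells on their plate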;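 note: 0% = DMSO-treated cells in low-serum medium and 100% = 10% serum control; some compounds called inactive have numbers as strong as hits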
# APJ ag: agonists of human apelin receptor APJ, primary screen, CHO-K1 cells, PathHunter beta-arrestin, luminescence. P35414. 0% DMSO wells, 100% apelin. activation, % at 20 µM. 330,000 tested, 0.11% active;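 active = activation more than six SD over the plate average, tested at 20 µM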;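 note: 0% = DMSO alone and 100% = apelin-13 at 10 nM; some results filed as inactive read as strong as hits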
# Target sequence (P35414 whole entry, looked up): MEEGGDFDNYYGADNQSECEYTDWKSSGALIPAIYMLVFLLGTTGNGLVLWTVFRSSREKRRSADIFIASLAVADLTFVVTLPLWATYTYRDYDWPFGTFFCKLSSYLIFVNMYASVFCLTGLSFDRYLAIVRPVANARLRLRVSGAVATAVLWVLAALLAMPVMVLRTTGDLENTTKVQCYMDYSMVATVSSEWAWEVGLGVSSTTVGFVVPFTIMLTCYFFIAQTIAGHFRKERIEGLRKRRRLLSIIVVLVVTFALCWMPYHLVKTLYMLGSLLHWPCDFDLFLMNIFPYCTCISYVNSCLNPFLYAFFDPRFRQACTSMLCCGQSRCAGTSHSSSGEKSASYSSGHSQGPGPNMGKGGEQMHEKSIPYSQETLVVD
#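 assay system = CHO-K1 APJ beta-arrestin complementation cell line | input = cell density 1000 per well | dosing = compound 20 µM once, DMSO 1% | timing = compound 90 min 25 °C, reagent 1 h | measured by = luminescence from split beta-galactosidase complementation, Galacton Star/Emerald II substrate | read-out basis = APJ agonist activity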
# MPTP inh: mitochondrial permeability transition pore inhibitors, primary screen, biochemical, isolated mouse mitochondria, absorbance; inhibition, % at 10 µM; 360,000 tested, 1.4% active; Ca2+ swelling absorbance, 30 min;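 active = inhibition of 50% or more, scaled per plate between neutral and stimulator controls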;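 note: 0% = DMSO wells given calcium and 100% = 1 mM EGTA wells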
# NALP3 yeast inh: NALP3 inflammasome inhibitors in reconstituted yeast, primary screen, luminescence, uHTS; Yeast reconstituted NLRP3/ASC/caspase-1, beta-gal luminescence, 24 h; inhibition, % at 10 µM; 330,000 tested, 0.39% active;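 active = inhibition of 50% or more; inactive = inhibition below 50%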;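 note: plate controls were induced DMSO wells for no effect and uninduced yeast grown without galactose for full effect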
# TIM10 inh: growth inhibitors of isogenic TIM10 control yeast, primary screen, counter-screen for tim10-1 yeast inhibitor project, luminescence, uHTS; S. cerevisiae TIM10 strain growth, BacTiter-Glo luminescence, 24 h; inhibition, % at 10 µM; 330,000 tested, 1.4% active;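 active = inhibition of 40% or more at the single tested concentration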;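 note: wild-type TIM10 isogenic control strain grown at permissive 25 °C; 0% = DMSO yeast wells and 100% = minimal medium wells without yeast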
# APJ antagonist: antagonists of human apelin receptor APJ, primary screen, CHO-K1 cells, beta-arrestin complementation, luminescence | inhibition, % at 20 µM | 330,000 tested, 0.32% active | AID 2521, 2010;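 active = inhibition above about 40% at 20 µM, limit read from the data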;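 note: cells challenged with 10 nM apelin-13 agonist together with compound; plate controls were apelin-13 plus DMSO wells for no effect and DMSO wells lacking apelin-13 for full effect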
# * = called active by the depositor; nt = no result given.
# The opening 6 compounds, ahead of the listing:
SMILES,GRIN3A LBD mod,tim10-1 inh,tim23-1 inh,beta cell repl,APJ ag,MPTP inh,NALP3 yeast inh,TIM10 inh,APJ antagonist
Cc1ccccc1NC(=O)N1CCc2ccccc2C1,-1,10,4,-1,-4,0.9,1,0,9
Cc1cc(C)nc(N/C(=N\S(=O)(=O)Cc2ccccc2)Nc2ccc(F)c(Cl)c2)n1,-8,24,16,-4,-3,6.8,1,17,10
CC(OC(=O)c1ccccn1)C(=O)Nc1ccc(C(F)(F)F)cc1 (stereo not given),1,14,13,-6,-3,-0.6,15,5,4
COc1ccc(C(=O)NC2CC2)cc1OC1CCN(Cc2ccc(F)cc2Cl)CC1,0,13,0,-1,-9,-0.4,17,-7,13
COc1ccc(CN2CCN(Cc3cc4ccccc4o3)CC2CCO)cc1C (stereo not given),1,-8,-3,-1,-4,0.0,8,10,7
CCOC(=O)c1c(-c2ccc(C)c(C)c2)csc1NC(=O)C1CC=CCC1C(=O)O (stereo not given),-5,2,7,-2,0,4.5,9,-4,6

# Main list, repeating the preview:
SMILES,GRIN3A LBD mod,tim10-1 inh,tim23-1 inh,beta cell repl,APJ ag,MPTP inh,NALP3 yeast inh,TIM10 inh,APJ antagonist
Cc1ccccc1NC(=O)N1CCc2ccccc2C1,-1,10,4,-1,-4,0.9,1,0,9
Cc1cc(C)nc(N/C(=N\S(=O)(=O)Cc2ccccc2)Nc2ccc(F)c(Cl)c2)n1,-8,24,16,-4,-3,6.8,1,17,10
CC(OC(=O)c1ccccn1)C(=O)Nc1ccc(C(F)(F)F)cc1 (stereo not given),1,14,13,-6,-3,-0.6,15,5,4
COc1ccc(C(=O)NC2CC2)cc1OC1CCN(Cc2ccc(F)cc2Cl)CC1,0,13,0,-1,-9,-0.4,17,-7,13
COc1ccc(CN2CCN(Cc3cc4ccccc4o3)CC2CCO)cc1C (stereo not given),1,-8,-3,-1,-4,0.0,8,10,7
CCOC(=O)c1c(-c2ccc(C)c(C)c2)csc1NC(=O)C1CC=CCC1C(=O)O (stereo not given),-5,2,7,-2,0,4.5,9,-4,6
CC(C)(C)c1ccc(S(=O)(=O)Nc2ccccn2)cc1,0,13,12,4,-2,-1.7,12,26,-5
NC(=O)COC(=O)/C=C/c1ccccc1[N+](=O)[O-],-1,5,-6,-1,-3,2.3,-6,13,-1
CCOC(=O)[C@@H]1[C@H]2COc3ccc(Br)cc3[C@@H]2N2C(=O)N(c3cccc(Cl)c3)C(=O)[C@@]12C,2,22,41,-4,-4,2.1,-7,27,16
COc1ccc(-c2cc(C(F)(F)F)nc(SCC(=O)NCCCN3CCOCC3)n2)cc1,0,14,10,3,-3,0.0,11,5,7
COc1cc(OC)c(CN2CCC(CO)(CCOc3ccccc3)CC2)c(OC)c1,2,-9,23,-4,-4,-0.7,13,3,18
C=CCN1C(=O)C2(/C(=C(\O)c3ccc4c(c3)OCCO4)C(=O)C(=O)N2CCCOC)c2ccccc21 (stereo not given),2,9,3,-5,-1,-0.4,6,8,29
CS(=O)(=O)N(CC(=O)N1CCN(c2cccc(Cl)c2)CC1)C1CCCCC1,1,27,12,-3,-4,-3.1,16,15,3
O=C(OCC(=O)N1CCCC1=O)c1cccc(S(=O)(=O)N2CCOCC2)c1,-5,-1,3,0,-3,1.2,0,6,6
COc1cccc(C2CCCN2Cc2nc(CC3CC3)no2)c1 (stereo not given),0,11,14,-4,-4,0.4,3,10,3
COc1ccc(N(CC(=O)Nc2ccccc2C(=O)NCCc2ccccc2)S(C)(=O)=O)cc1OC,-1,12,8,0,-2,-1.8,4,10,1
CSc1nc(N(C)C)c2ccccc2n1,0,0,-5,0,-2,0.6,18,2,-11
COC(=O)c1c(C(=O)OC)c(-c2cccc(C)c2)n2c1CS(=O)C2 (stereo not given),-3,11,3,2,0,0.8,13,-9,22
COc1ccc(C(NC(=O)/C=C/c2ccco2)c2ccc(OC)c(OC)c2)cc1 (stereo not given),-13,-1,3,-1,3,1.8,26,-17,12
O=C(NCc1cccnc1)c1nc(-c2ccc(C(F)(F)F)cc2)no1,0,17,-11,-1,-1,3.9,-4,10,11
CSc1nnc(-c2cccn(Cc3ccccc3)c2=O)o1,-1,-1,-6,-2,-3,-1.6,-16,-4,2
COc1cccc(/C=N/NC(=O)CCC(=O)Nc2ccc(Br)cc2)c1,-1,-5,-6,1,-5,0.7,-16,-13,9
CN(C)S(=O)(=O)c1ccc(C(=O)Nc2nnc(-c3cccs3)o2)cc1,-3,9,-7,-3,-4,-0.5,0,11,10
O=C(CCN1CCc2ccccc2C(O)(c2ccccc2)C1)c1ccc2c(c1)OCCO2 (stereo not given),1,-34,24,-7,2,2.6,18,48*,0
CCn1ccnc1CN(C)C(=O)C1CCC(=O)N(Cc2cccc(F)c2)C1 (stereo not given),-1,-2,-6,2,10,0.4,12,3,-4
# Carrying on.
SMILES,GRIN3A LBD mod,tim10-1 inh,tim23-1 inh,beta cell repl,APJ ag,MPTP inh,NALP3 yeast inh,TIM10 inh,APJ antagonist
O=C(COC(=O)COc1ccccc1[N+](=O)[O-])Nc1ccccc1Br,2,14,18,0,-3,-5.8,16,-8,-3
Cc1ccc(C(=O)Nc2ncccc2C)cc1S(=O)(=O)N1CCCCC1,3,-2,-14,2,-7,-0.3,18,-5,4
CC(=O)N1CCOc2ccc(S(=O)(=O)N(C)c3ccc(C)cc3)cc21,2,6,21,-1,-1,-0.8,11,-4,10
COc1ccc(C(C(=O)NCc2ccccc2)N(C(=O)c2snc(C(N)=O)c2N)C2CCCC2)cc1 (stereo not given),1,18,18,2,-6,0.8,4,21,18
O=C1NC2(CCSC2)C(=O)N1CC(=O)N(Cc1ccccc1)C1CCS(=O)(=O)C1 (stereo not given),-2,-11,-6,-2,-3,0.9,4,-10,2
NS(=O)(=O)c1ccc(CCNS(=O)(=O)Cc2ccc(Cl)cc2)cc1,1,0,4,-1,-2,1.7,8,-7,17
COCCN(C(=O)c1ccccc1Oc1ccccc1)c1c(N)n(CC(C)C)c(=O)[nH]c1=O,0,-9,13,-1,-5,2.0,16,11,0
CCCCC(=O)Nc1ccccc1C(C)C,nt,11,-5,-2,-3,nt,22,15,10
COc1ccc(-c2[nH]ncc2CN2CCC(OCc3ccccc3)CC2)c(F)c1,0,0,9,1,-1,0.5,12,-3,5
COC(C[C@@H]1O[C@@H]1[C@H](O)COCc1ccccc1)OC,0,-1,3,-2,-1,-0.1,19,-9,0
CCN(CC)S(=O)(=O)c1ccc(C(=O)NCC2(N3CCOCC3)CCCCC2)cc1,0,1,-3,-3,-1,-0.3,25,12,3
O=c1nc(N2CCOCC2)nc(N/N=C/c2ccc3c(c2)OCO3)[nH]1,-1,-4,-3,-1,-2,-1.9,20,6,-19
Nc1c(-c2ccccc2)cnn1-c1ccc(C(=O)O)cc1,0,-2,16,0,1,-0.5,-1,7,-16
O=S1(=O)CCOC[C@H](CC2CCCCC2)N1Cc1ccccc1F,-1,28,36,-5,-3,-2.4,7,2,-33
COC(=O)c1c(NC(=O)c2ccco2)sc(C(=O)N(C)C)c1C,0,9,9,-1,4,-1.6,-2,-6,1
COc1cccc(CC(=O)N(CCC2=CCCCC2)c2c(N)n(Cc3ccccc3)c(=O)[nH]c2=O)c1,3,6,4,-1,1,-2.1,13,0,-12
Cc1cc(C)c(N(C(=O)c2csnn2)C(C(=O)NC2CCCC2)c2ccncc2)c(C)c1 (stereo not given),0,-20,-1,0,-1,1.6,29,11,1
COc1ccc(C(=O)NNC(=S)NC(=O)/C=C/c2cccs2)cc1,5,11,-13,1,-5,31,26,-14,27
COc1ccc(CN2CNc3nc4ccccc4n3C2)cc1,0,-12,-20,0,-1,-2.4,35,0,-13
CC(C)(C)c1ccc(C(=O)N/C(=C\c2cccs2)C(=O)NCc2ccco2)cc1,1,31,31,-5,-6,1.9,14,3,3
CCC(C)C(=O)Nc1nccs1 (stereo not given),0,2,14,-1,-2,-0.4,20,11,8
CS(=O)(=O)N1CCCC(C(=O)NCc2cccs2)C1 (stereo not given),1,-15,-2,-1,-2,0.4,3,-26,9
C=CCn1cnnc1SCC(=O)NCC1COc2ccccc2O1 (stereo not given),1,-23,-15,-1,-5,0.5,0,-12,-39
Cc1cc(NS(=O)(=O)c2ccccc2)n(-c2ccccc2)n1,1,13,18,0,0,0.1,-5,7,12
O=C1CCC(C(=O)N2CCCCO2)CN1Cc1cccc(C(F)(F)F)c1 (stereo not given),1,6,-1,-2,1,0.5,13,2,3
# Next part.
SMILES,GRIN3A LBD mod,tim10-1 inh,tim23-1 inh,beta cell repl,APJ ag,MPTP inh,NALP3 yeast inh,TIM10 inh,APJ antagonist
CCOc1c(OC(C)=O)ccc(/C=C/c2ccc3cccc(OC(C)=O)c3n2)c1[N+](=O)[O-],-7,6,30,-7,-3,21,5,14,-13
COc1ccc(C2=NN(C(=O)CSc3cn(C)c4ccccc34)C(c3ccc(OC)cc3)C2)cc1 (stereo not given),2,16,26,-6,-4,0.1,21,-5,5
COc1ccc2oc(C(=O)OCC(=O)Nc3ccccc3OC)c(C)c2c1,-3,10,1,3,2,-2.3,14,5,13
CC(C)Oc1ccc(C(CC(=O)O)NC(=O)Cc2ccccc2)cc1 (stereo not given),1,5,4,4,-1,-0.2,5,6,12
Cn1c(C(=O)N(Cc2ccccc2)Cc2ccccn2)cc2sccc21,1,22,39,-2,2,-2.7,18,23,14
CCNc1nc(-c2ccc(OC(F)F)cc2)c(C)s1,-7,11,9,-2,-3,0.3,2,1,2
Cc1ccc(C)c(S(=O)(=O)N2CCN(C(=O)c3ccc(-n4cncn4)c([N+](=O)[O-])c3)CC2)c1,3,7,16,4,6,-1.3,7,4,-34
Cc1ccc(C(=O)OCC(=O)Nc2sc3c(c2C#N)CCCCC3)cc1NC(=O)c1ccco1,0,25,21,-4,-5,-11,14,-12,8
COc1ccc(NC(=O)CN2C(=O)COc3ccc(S(=O)(=O)N4CCCCC4)cc32)cc1OC,-1,4,1,1,-3,-0.8,5,5,11
c1ccc(OCc2nnc3n2CCCCC3)cc1,1,-7,5,-4,-2,-0.1,-8,-3,-6
Cc1ccc(NC(=O)c2ccc(N3CCOCC3)c([N+](=O)[O-])c2)cc1S(=O)(=O)N1CCOCC1,-12,33,18,3,6,5.2,14,7,-10
CCOC(=O)N1CCN(C(=O)Cn2cnc3ccccc3c2=O)CC1,0,-13,-3,0,-2,-2.8,-4,-16,13
CCCc1nnc(NC(=O)c2nc(S(=O)(=O)Cc3ccc(C)cc3)ncc2Cl)s1,1,36,12,-7,3,-2.9,13,7,0
CCOC(=O)C1=C(C)C2C3C(=O)N(c4cc(C)ccc4C)C(=O)C3C1(C)C1C(=O)N(c3cc(C)ccc3C)C(=O)C21 (stereo not given),-9,10,29,-6,-1,3.7,-4,8,-11
Cc1nc2c(C)cccn2c(=O)c1NC(=O)c1ccc2c(c1)OCO2,0,4,15,1,12,-0.5,11,0,1
CCC(=O)Nc1ccc(NC(=O)c2ccccc2)nc1,0,14,10,-4,-1,0.6,5,14,7
COc1ccc(C(=O)N2CCCC(c3nc(-c4cccs4)no3)C2)cc1OC (stereo not given),-2,24,10,3,-5,-1.9,23,6,6
COc1ccccc1/C=C/C=N/n1c(-c2ccc(Cl)cc2Cl)n[nH]c1=S,-2,25,34,-1,-1,4.8,8,17,9
O=C(Nc1sc2c(c1C(=O)O)CCCC2)c1ccccc1Cl,-3,12,19,-1,4,1.2,-25,0,-11
